Screening data deposited in PubChem BioAssay by several laboratories.
NTR1 ag – agonists of NTR1, primary screen, imaging, U2OS cells, beta-arrestin-GFP, high content (AID 493036); P30989; NTR1-U2OS beta-arrestin-GFP spot imaging, agonist mode; actives 0.17% (n = 330,000); activation, % at 20 µM;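 active = activation at or above 40% of the spot to cytoplasm intensity ratio, with at least 20 cells analyzed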;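 also: 0% = DMSO without peptide and 100% = 100 nM NTR1 peptide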
Target sequence (P30989 whole entry, looked up): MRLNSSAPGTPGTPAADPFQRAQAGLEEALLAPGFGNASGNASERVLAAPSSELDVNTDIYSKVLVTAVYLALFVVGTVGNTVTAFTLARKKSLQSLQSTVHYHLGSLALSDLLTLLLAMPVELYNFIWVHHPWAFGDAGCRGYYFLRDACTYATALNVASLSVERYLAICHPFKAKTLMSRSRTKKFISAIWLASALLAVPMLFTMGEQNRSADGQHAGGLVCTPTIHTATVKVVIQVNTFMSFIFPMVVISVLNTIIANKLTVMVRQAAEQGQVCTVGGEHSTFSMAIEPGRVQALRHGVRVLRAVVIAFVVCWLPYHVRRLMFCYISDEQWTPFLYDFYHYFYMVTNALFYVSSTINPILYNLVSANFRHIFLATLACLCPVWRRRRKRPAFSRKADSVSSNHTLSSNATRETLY
T cell modulator – T cell immune modulation candidate; 2C CD8+ T cell-vesicle binding, flow cytometry; stronger effect = lower value; calls only at 7 µM; actives 0.068% (n = 330,000);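 active = response, share of CD8 T cells binding vesicles, and their 90th percentile fluorescence all below set limits, cut at about 80% in these data, passing the limit was not always enough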
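material = purified 2C TCR transgenic mouse naive CD8+ T cells | controls = Unloaded micro-vesicles (low), QL9 vesicles with 0.7% DMSO (high) | detection = cytometric PE anti-B7-1 and Alexa647 anti-CD8 signals after 1% paraformaldehyde fixation | incubation = binding step 1.5 h, 37 °C, antibody labelling 20 min, ice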
GPR55 beta-arrestin – selective activators of receptor GPR55 – imaging, U2OS cells, beta-arrestin-GFP redistribution, primary screen (AID 1961) | U2OS GPR55 beta-arrestin-GFP redistribution imaging; higher % means a stronger effect | activation, % at 10 µM, or EC50 in µM where a hit was titrated | actives 0.048% (n = 290,000);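 active = activation above 40% with more than 50 cells counted in the well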;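 also: U2OS osteosarcoma cells stably expressing GPR55 and beta-arrestin-GFP; plate controls were DMSO negative control for no effect and LPI positive control for full effect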
Rac1 GTP hydrolysis – MgcRacGAP GTPase-activating activity inhibitors, confirmation, biochemical, ADP Hunter fluorescence; MgcRacGAP-stimulated Rac1 GTP hydrolysis, ADP Hunter fluorescence; higher % means a stronger effect; GST-tagged Rac1 F28L mutant substrate; one-dose inhibition, % at 30 µM; IC50 in µM for titrated hits; actives 0.6% (n = 340,000); AID 624330;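 active = first-screen hits whose inhibition reached a set limit at any dose in the follow-up dose series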;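 also: fluorescence reports GDP produced by GAP-driven GTP hydrolysis; strong numbers were not always called active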
LYP inhibition – inhibitors of LYP phosphatase, biochemical, fluorescence intensity, uHTS (AID 1779); recombinant LYP phosphatase, fluorescence intensity; higher % means a stronger effect; one-dose inhibition, % at 11.5 µM; IC50 in µM for titrated hits; actives 0.054% (n = 290,000); in the data active = inhibition above about 50%;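 also: plate controls were vehicle with enzyme for no effect and no enzyme for full effect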
Lipid droplet – hepatic lipid droplet formation modulation; inhibition, % at 6.5 µM; AML12 mouse hepatocytes, oleate lipid droplets, BODIPY imaging; actives 0.4% (n = 240,000);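 active = lipid droplet intensity inhibited by at least 50%, with more than 500 cells counted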
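System: AML12 hepatocytes (mouse). Probe or stimulus: oleic acid at 100 µM to induce lipid droplet formation. Times: overnight treatment with compound plus oleate. Detection: Image-based BODIPY and DAPI two-channel analysis. Evaluation: percent inhibition of filter-corrected integrated lipid droplet intensity per well.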
GPR55 antagonists – inhibition of LPI-stimulated GPR55 beta-arrestin translocation – imaging, U2OS, beta-arrestin-GFP, LPI agonist, primary screen (AID 2013). U2OS GPR55 beta-arrestin-GFP translocation imaging, LPI antagonism; higher % means a stronger effect. inhibition, % at 10 µM, or IC50 in µM where a hit was titrated. actives 0.13% (n = 290,000);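 active = spots per cell inhibited over 60%, with over 100 cells counted and total cytoplasm intensity under 500,000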;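 also: U2OS cells stably carrying GPR55 and arrestin-GFP stimulated by 5 µM LPI near EC80; imaged beta-arrestin-GFP aggregate spots per cell after agonist stimulation; plate controls were LPI-stimulated DMSO wells for no effect and DMSO wells without LPI for full effect; some results filed as inactive read as strong as hits; confirmed hits need IC50 under 10 µM and bright autofluorescent wells are also inconclusive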
SV40 large T antigen – TAg ATPase/helicase activity blockers – biochemical (AID 1903); SV40 large T antigen ATPase/helicase inhibition assay; higher % means a stronger effect; inhibition, % at 20 µM, or IC50 in µM where a hit was titrated; actives 0.39% (n = 310,000); in the data active = a potency from the dose series; also: strong numbers were not always called active
GPR35 antagonists – GPR35 antagonists blocking zaprinast-driven arrestin recruitment, primary screen, imaging, U2OS, beta-arrestin-GFP, zaprinast agonist (AID 2058); actives 0.052% (n = 290,000); one-dose inhibition, % at 10 µM; IC50 in µM for titrated hits; U2OS GPR35 beta-arrestin-GFP translocation imaging, zaprinast antagonism; higher % means a stronger effect;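 active = inhibition of at least 50% with at least 30 cells and total cytoplasm GFP at most 10,000,000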
Lipid droplet cells 6.5 µM – recorded beside Lipid droplet, whose call it bears; cell count; measured here: cell count, cytotoxicity flag;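 cells counted across two imaged fields per well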
T cell modulator vesicle-bound % – further read-out of T cell modulator, marked with its call; double positive events, %; measured here: CD8+ vesicle-bound cell fraction;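 binding gate set so that unloaded-vesicle control wells show 10% double positive cells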
NTR1 ag cell count 20 µM – also measured in NTR1 ag; calls as there; cell count; measured here: cell count, cytotoxicity flag
* hit, by the source's call; i = inactive; . = no result given; & = joins results of further samples.

Every second line gives: NTR1 ag, NTR1 ag cell count 20 µM, T cell modulator, T cell modulator vesicle-bound %, GPR55 beta-arrestin, Rac1 GTP hydrolysis, LYP inhibition, Lipid droplet, Lipid droplet cells 6.5 µM, GPR55 antagonists, SV40 large T antigen, GPR35 antagonists
- Cc1sc2nc(COC(=O)c3ccc(Cl)c(N)c3)[nH]c(=O)c2c1C
→ 4.4, 56, i, 53, -0.1%, 12%, 10%, 26, 794, 0%, 25%, 7%
- Cc1cccc(NC(=S)N2CCC(c3nc4ccccc4o3)CC2)c1C
→ 0.3, 41, i, 56, 0.0%, 6%, -10%, ., ., -20%, 4%, -10%
- CCn1c(COc2ccccc2)nnc1SCC(=O)NC1CCCCC1
→ 1.4, 53, i, 14, -0.1%, 11%, -12%, ., ., 5%, 9%, 6%
- Cc1ccccc1-c1cc2c(nn1)-c1ccccc1C2=O
→ -0.2, 69, i, 30, 0.2%, 7%, -2%, -15, 690, 4%, -10%, 12%
- c1ccc2oc(CCc3nc4ccccc4o3)nc2c1
→ -0.4, 37, i, 52, 0.2%, 12%, -5%, ., ., 14%, ., 22%
- COC(=O)[C@@H]1C[C@@]2(O)[C@H](O)[C@H](O)[C@H](O)C[C@H]2N1Cc1ccc(-c2ccccc2)cc1
→ -0.4, 64, ., ., -0.1%, 13%, -9%, 19, 720, -2%, 6%, 13%
- COC(=O)c1ccc(OC(=O)c2ccc(OC)c(OC)c2)c(OC)c1
→ -1.9, 35, i, 31, -0.2%, 15%, -7%, ., ., 5%, 9%, -1%
- Cc1cccc(N2CCN(C(=O)Cc3ccccc3[N+](=O)[O-])CC2)c1C
→ -0.1, 65, i, 32, 0.5%, 9%, -9%, -2, 808, 7%, 6%, 2%
- C=CC(=O)NC(NC(=O)C=C)c1ccc(Br)cc1
→ 3.8, 76, i, 29, -0.1%, 4%, -3%, ., ., 19%, 0%, -1%
- Cc1nc(S(=O)(=O)c2ccc(Br)cc2)nc2c1CCC2
→ -1.4, 36, i, 19, -0.1%, -5%, -4%, -19, 744, -7%, 10%, -3%
- COc1ccc(CSc2nnc3[nH]c(=O)cc(N)n23)cc1
→ 0.0, 45, i, 64, -0.3%, 4%, -3%, 1, 626, 19%, 2%, -4%
- COc1cccc(C2CC(c3cccs3)=NN2C(=O)c2ccco2)c1O (centres undefined)
→ 2.1, 43, i, 22, -0.2%, 9%, -8%, 6, 858, 42%, 9%, -26%
- Cc1ncoc1C(=O)NC1CCCc2c1cnn2-c1ccc(C(C)(C)C)cc1 (centres undefined)
→ 3.3, 54, ., ., 0.3%, 5%, -10%, -6, 866, -6%, ., -11%
- Cc1ccc(N(Cc2ccccc2)C(=O)c2ccc(S(=O)(=O)N3CCOCC3)cc2)cc1
→ 3.4, 56, i, 49, ., 2%, ., ., ., ., 15%, .
- CCOC(=O)c1c(NC(=O)C2C3C=CC(C3)C2C(=O)O)sc2c1CC(C)(C)OC2 (centres undefined)
→ -0.6, 30, i, 22, -0.1%, 4%, -8%, -1, 685, 4%, 8%, 2%
- Cc1sc(NC(=O)c2ccco2)c(C(=O)c2ccc(Cl)cc2)c1C
→ 3.1, 75, i, 15, -0.2%, 9%, 7%, 20, 650, -10%, 3%, -1%
- Fc1ccccc1OCCCN1CCOCC1
→ -0.8, 68, i, 50, -0.2%, 18%, 0%, 5, 749, -11%, 2%, -3%
- S=c1[nH]ccn1-c1ccccc1Cl
→ 0.2, 41, i, 47, -0.1%&0.3%, 14%, -7%&-3%, -1&9, 699&735, 9%&1%, 9%&11%, -1%&-4%
- O=C(CC12CC3CC(CC(C3)C1)C2)NCc1ccccc1
→ 1.3, 88, i, 40, 0.9%, -1%, -7%, 4, 839, 4%, 25%, -6%
- CC(CCc1ccccc1)NC(=O)CN1CCSc2ccccc21 (centres undefined)
→ -1.4, 34, i, 16, 0.0%, -2%, -5%, -3, 690, -2%, 11%, -6%
- Cc1ccc2nc(-c3ccc(NC(=O)CN(C)S(=O)(=O)c4ccccc4)cc3)sc2c1
→ 10, 48, i, 25, -0.2%, ., -4%, 16, 669, 4%, 4%, -4%
- O=c1cc(-c2ccc(F)cc2F)[nH]c2ccccc12
→ -5.5, 105, i, 18, 0.2%, ., -2%, 6, 727, 67%, 6%, -11%
- CCOc1cc2sc(N3CCC(C(=O)NCCCN4CCCC4=O)CC3)nc2cc1Br
→ -1.6, 61, i, 12, 0.1%, 11%, -12%, 11, 750, 2%, 12%, -2%
- CCN1CCN(c2ccc(S(=O)(=O)N3CCOCC3)cc2NC(=O)/C=C/c2cccc(OC)c2OC)CC1
→ 0.4, 61, i, 54, ., 4%, ., ., ., ., 3%, .
- O=C(CC(NC(=O)c1ccccc1Cl)c1ccccc1)NCCc1ccc(Cl)cc1 (centres undefined)
→ 1.6, 68, i, 49, -0.1%, 5%, -12%, -24, 609, -11%, 3%, -6%
- COc1ccccc1NC(=O)NS(=O)(=O)c1ccc(C)cc1
→ -0.9, 104, i, 18, -0.2%, 5%, -10%, 4, 719, 16%, -3%, -11%
- O=C(NCCCNC(=O)c1ccccc1F)c1ccco1
→ -0.2, 40, i, 20, -0.2%, 1%, -9%, -2, 757, 5%, 5%, -2%
- COCCn1c(/C=C/c2ccccc2)nc2ccccc21
→ 3.7, 57, i, 66, -0.1%, 2%, -3%, -10, 698, 8%, -4%, -4%
- CC1CCN(C(=O)CS(=O)(=O)Cc2ccccc2)CC1
→ 0.3, 56, i, 40, 0.6%, 8%, -6%, -2, 752, 1%, 0%, 8%
- Cc1ccc(S(=O)(=O)c2cc3ccc(O)cc3oc2=O)cc1C
→ 0.0, 90, i, 56, -0.1%, 7%, -38%, 13, 412, -9%, 5%, -4%
- CS(=O)(=O)N1CCN=C1SCc1ccc([N+](=O)[O-])cc1
→ -0.8, 84, i, 56, 0.1%, 7%, -1%, 5, 689, 12%, 21%, -14%
- Cc1cccc(N2CCCC2=Nc2ccc(Br)cc2C#N)c1
→ 2.9, 59, i, 17, 0.0%, 1%, -9%, ., ., 16%, 7%, 2%
- Cc1cccc(OCCNC(=O)c2cccc(Oc3ccc(C(F)(F)F)cc3[N+](=O)[O-])c2)c1
→ 0.7, 72, i, 38, 0.1%, 6%, 9%, -5, 615, 5%, 4%, 4%
- O=C1CCC(=O)N1c1cccc(OS(=O)(=O)c2ccccc2)c1
→ 1.1, 78, i, 67, -0.2%, -1%, -5%, 16, 733, 4%, 8%, -11%
- O=C(Cn1nnc2ccccc21)NCc1ccccc1
→ 0.4, 36, i, 25, -0.4%, -3%, -10%, 26, 738, -9%, -2%, 17%
- Cc1ccc2c(c1)C(=O)N(CCCCO)C2=O
→ 2.6, 49, i, 43, -0.3%, -9%, -2%, 0, 640, 0%, 3%, 8%
- Fc1cccc(-n2cc(-c3ccccc3)c3c(=S)nc[nH]c32)c1
→ 11, 32, i, 28, -0.2%, 9%, 2%, 8, 781, 8%, 9%, 14%
- CCOC(=O)CN(C(=O)CNC(=O)c1cccs1)C(C(=O)NC1CCCC1)c1cccnc1 (centres undefined)
→ -0.4, 101, i, 32, -0.1%, 3%, -3%, -2, 732, 2%, 9%, 6%
- COCCn1c(C)cc(C(=O)CSc2nnc(-c3cccnc3)n2-c2ccccc2F)c1C
→ -0.6, 65, i, 22, -0.3%, 14%, -8%, ., ., 4%, 16%, -9%
- COc1ccc(-c2sc(Nc3ccccc3)n[n+]2-c2ccc(F)cc2)c(OC)c1OC
→ 1.5, 46, i, 45, 5.5%, 7%, -14%, 2, 772, 30%, 22%, 9%
- O=C(NCc1ccncc1)C(=O)NCC(c1ccco1)N1CCN(c2ccccc2)CC1 (centres undefined)
→ 1.5, 63, i, 29, -0.6%, 6%, -6%, 23, 702, 20%, 10%, 4%
- CN1C(=O)C(CCC(N)=O)NC1=S (centres undefined)
→ -0.3, 31, i, 16, -0.1%, -10%, 2%, 14, 706, -10%, 14%, -5%
- CN(C)c1oc(-c2ccc(Cl)cc2)nc1S(=O)(=O)c1ccccc1
→ 3.1, 67, i, 24, -0.3%, 11%, 3%, 14, 644, 4%, 10%, 0%
- NC(=O)C1=C[C@@H](C2CCCCC2)C[C@@H](OCCCCO)O1
→ 3.1, 84, i, 41, 0.1%, 9%, 4%, -1, 761, 8%, 13%, 8%
- O=c1ccc(-c2ccc(S(=O)(=O)NCc3cccc(Br)c3)s2)n[nH]1
→ 0.1, 67, i, 6, 0.3%, 8%, -12%, 31, 743, 3%, 7%, -9%
- CCOC(=O)c1[nH]c2ccc(Br)cc2c1NC(=O)CNC
→ -1.5, 53, i, 41, -0.1%, 8%, -4%, ., ., -10%, 13%, 24%
- Cc1ccc2[nH]c(O)c(N=Nc3ccccc3C)c2c1
→ 5.1, 46, i, 53, -0.2%, 1%, -6%, 6, 723, 6%, 8%, -4%
- CC(C)OCCCn1c(-c2ccco2)nc2nc3ccccc3nc21
→ 0.8, 63, i, 36, -0.3%, 4%, -44%, -4, 655, 10%, 18%, -13%
- CC(=O)c1c(N2CCN(c3cccc(Cl)c3)CC2)nc(=S)n(-c2ccccc2)c1C
→ 3.1, 61, i, 46, 0.0%, 18%, -5%, 8, 740, 8%, 0%, 4%
- COc1ccc(Cl)cc1NC(=O)C(C)N1CCN(C/C=C/c2ccccc2)CC1 (centres undefined)
→ 4.6, 56, i, 40, -0.1%, 23%, -5%, 14, 806, 36%, 4%, -4%
- CCCN(CCC)C(=O)C1CCN(c2ccc(S(=O)(=O)N3CCOCC3)cc2[N+](=O)[O-])CC1
→ -0.7, 66, i, 15, 0.0%, 9%, -4%, 0, 811, 13%, 10%, 2%
- O=C(CCSCc1ccccc1)Nc1ccc2c(c1)OCCO2
→ 0.7, 30, i, 19, -0.2%, 4%, -10%, -11, 696, 12%, 2%, 11%
- Cc1ccc(NC(=O)CCc2nnc3ccc(N4CCC5(CC4)OCCO5)nn23)nc1
→ 0.7, 62, i, 41, -0.2%, -12%, -14%, -2, 740, -21%, 1%, 61%
- Cc1csc(NC(=O)c2oc3ccccc3c2C)n1
→ 1.9, 57, i, 11, ., 8%, ., ., ., ., 4%, .
- Cc1cccc(C(C)C)c1-n1nnnc1-c1ccccc1
→ 1.0, 45, i, 43, 1.0%, -3%, -2%, ., ., 6%, 8%, 1%
- COc1cc(Nc2nc3ccccc3nc2NS(=O)(=O)c2ccc([N+](=O)[O-])cc2)cc(OC)c1OC
→ 5.5, 45, i, 10, -0.1%, -2%, 2%, -37, 687, 9%, 9%, -12%
